Source: PubChem BioAssay
TEAD-YAP inh – TEAD-YAP interaction inhibition | HEK-TIYL cells, TEAD-Gal4/YAP UAS-luciferase luminescence | 1.4% of 640,000 active | inhibition, % at 9.12 µM; in the data active = inhibition above about 32%;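 also: 0% = median of test compound wells and 100% = reference inhibitor wells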
MITF primary – blocks human microphthalmia-associated transcription factor; 0.91% of 650,000 active; O75030; AlphaScreen MITF homodimerization, bead proximity signal; inhibition, % at 2.6 µM; in the data active = inhibition above about 50%;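 also: 0% = vehicle wells with protein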
Target sequence (O75030 whole entry, looked up): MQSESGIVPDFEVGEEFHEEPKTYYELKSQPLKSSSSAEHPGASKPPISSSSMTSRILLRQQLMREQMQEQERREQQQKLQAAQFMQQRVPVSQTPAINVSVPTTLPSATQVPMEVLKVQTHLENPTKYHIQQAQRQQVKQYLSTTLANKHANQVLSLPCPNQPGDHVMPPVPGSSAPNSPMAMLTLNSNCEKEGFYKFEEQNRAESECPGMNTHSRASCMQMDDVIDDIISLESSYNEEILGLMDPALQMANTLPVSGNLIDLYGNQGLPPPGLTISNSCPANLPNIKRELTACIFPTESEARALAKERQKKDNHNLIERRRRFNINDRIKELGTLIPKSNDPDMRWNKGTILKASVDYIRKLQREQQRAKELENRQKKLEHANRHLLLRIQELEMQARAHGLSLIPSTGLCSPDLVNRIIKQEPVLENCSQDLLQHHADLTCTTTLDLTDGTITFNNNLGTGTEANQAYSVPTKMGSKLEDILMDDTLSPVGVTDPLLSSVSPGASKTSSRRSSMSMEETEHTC
FBW7 activator – human FBW7 E3 ligase activation, primary screen; AlphaScreen FBW7–phospho-cyclin E peptide binding, activator screen; 0.13% of 650,000 active; AID 1259310; normalized activity (activation), % at 26.1 µM; in the data active = normalized activity above about 1.9%;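 also: purified mutant Fbw7 with reduced substrate affinity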
GPR151 activ – activators of human GPR151 | PathHunter beta-arrestin GPR151 cells, luminescence | activation, % at 11.2 µM | 1% of 650,000 active | AID 1508602; in the data active = activation above about 4.9%;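 also: 0% = median of compound wells and 100% = cells with positive control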
Target sequence (Q8TDV0 whole entry, looked up): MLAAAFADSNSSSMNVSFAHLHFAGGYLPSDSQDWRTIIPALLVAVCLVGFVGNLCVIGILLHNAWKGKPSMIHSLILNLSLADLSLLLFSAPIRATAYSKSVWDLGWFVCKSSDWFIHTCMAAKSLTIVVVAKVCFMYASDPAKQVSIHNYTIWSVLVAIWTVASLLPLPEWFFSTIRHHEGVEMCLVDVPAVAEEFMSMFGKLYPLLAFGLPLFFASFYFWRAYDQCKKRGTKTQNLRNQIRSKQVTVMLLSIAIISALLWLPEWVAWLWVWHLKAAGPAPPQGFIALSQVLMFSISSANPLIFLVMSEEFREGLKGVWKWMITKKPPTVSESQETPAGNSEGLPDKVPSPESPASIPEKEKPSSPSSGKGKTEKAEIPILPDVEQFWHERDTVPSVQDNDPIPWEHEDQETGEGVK
Numbers without * were called inactive.

SMILES	TEAD-YAP inh	MITF primary	FBW7 activator	GPR151 activ
COc1ccc(C)cc1S(=O)(=O)Nc1cccc(N2CCCCC2=O)c1	0.6	-9.7	-0.2	-1.5
CCOC(=O)N1CCC(NC(=O)CSc2ccc(C(=O)Nc3ccccc3OC)cc2[N+](=O)[O-])CC1	-4.6	8.1	0.9	0.3
CC(C(=O)O)C(C(=O)c1ccccc1)c1ccc(F)cc1 (centres undefined)	5.4	1.5	0.0	0.1
O=C(C1=C(O)C(=O)N(Cc2cccnc2)C1c1cccnc1)c1cccs1 (centres undefined)	-2.1	-4.5	0.1	-0.6
CCC(C)Nc1c(-c2ccc(Cl)cc2)c(=O)c1=O (centres undefined)	17.6	4.7	-0.1	-1.8
Cc1nc(NC(=O)CSc2nnc(C3CC3)n2C)sc1C	-3.9	-5.4	0.5	0.9
COC(=O)CON1C(=O)c2ccccc2C1=O	-0.5	3.5	0.1	-1.1
O=C(NCCN1CCN(C(=O)C(F)(F)F)CC1)C(F)(F)F	-2.7	-0.6	-0.1	-0.5
Cn1nnnc1SCC(=O)Nc1nc2c(F)c(F)c(F)cc2s1	2.6	8.4	0.1	0.0
CN(C)/C=C/C=C/C(=O)c1cccc(C(=O)/C=C/C=C/N(C)C)c1O	-8.4	56.4*	-0.1	1.0
CN1C(=O)CSC1=Nc1ccc(F)cc1	-11.9	-13.1	-1.6	-0.3
COCCNC(=O)C(=O)NCC1OCCN1S(=O)(=O)c1ccccc1 (centres undefined)	5.8	0.3	0.1	-0.8
O=C(Cn1ncc2cccn2c1=O)Nc1ccccc1N1CCOCC1	-1.9	-9.1	-0.1	-0.1
CCC(C)NC(=O)CSc1nc2ccc(C)cc2cc1C#N (centres undefined)	-9.7	-15.1	0.1	-0.6
Cc1cc(N2CCCCC2)c(F)cc1C(=O)c1ccccc1	0.4	-12.9	0.3	0.2

Continued; the last five above are carried over.
SMILES	TEAD-YAP inh	MITF primary	FBW7 activator	GPR151 activ
CN1C(=O)CSC1=Nc1ccc(F)cc1	-11.9	-13.1	-1.6	-0.3
COCCNC(=O)C(=O)NCC1OCCN1S(=O)(=O)c1ccccc1 (centres undefined)	5.8	0.3	0.1	-0.8
O=C(Cn1ncc2cccn2c1=O)Nc1ccccc1N1CCOCC1	-1.9	-9.1	-0.1	-0.1
CCC(C)NC(=O)CSc1nc2ccc(C)cc2cc1C#N (centres undefined)	-9.7	-15.1	0.1	-0.6
Cc1cc(N2CCCCC2)c(F)cc1C(=O)c1ccccc1	0.4	-12.9	0.3	0.2
CN(C)N(C(=O)c1ccccc1)C(=O)c1ccccc1	0.2	-2.5	-0.1	0.2
Cc1ccc(NC(=O)c2ccc(CO)cc2)c(Br)c1	-58.4	1.8	-0.1	-1.1
O=C(CCN1C(=O)c2ccccc2C1=O)N1CCOCCOCCOCC1	5.2	-14.4	-0.1	-0.6
CCOCCCNCc1cccc(Br)c1	-3.6	29.9	-0.1	0.4
O=C(Nc1cccc(-c2ccn[nH]2)c1)c1ccc(Cn2ccnc2)cc1	6.0	-8.5	-0.2	1.5
CC(C)N1C(=O)CCC1C(=O)NC1CCCCC1 (centres undefined)	-0.2	8.1	0.0	-0.6
Cc1ccc(-c2ccc(SCC(=O)N3CCN(c4ccccc4)CC3)nn2)c(C)c1	7.8	2.6	0.2	1.0
COC(=O)c1ccc(CN2CCC(n3nccc3NC(=O)c3ccccc3OC)CC2)cc1	2.5	-15.7	0.1	1.2
c1ccc(NNC2=Nc3ccccc3CCC2)cc1	35.7*	2.7	-0.1	-0.2
Brc1ccc(-c2nc3cc(Cc4ccc5oc(-c6ccc(Br)cc6)nc5c4)ccc3o2)cc1	-3.5	10.9	0.1	0.9
CCCCNC(=O)c1cc([N+](=O)[O-])cc([N+](=O)[O-])c1N	-1.5	10.7	-0.2	0.2
CC1CCCCN1C(=O)CN1C(=O)CC(c2ccccc2)=Nc2ccccc21 (centres undefined)	11.2	1.8	0.0	-0.3
CN1[C@@H](C(=O)Nc2ccc(F)c(Cl)c2)C[C@@H](c2cccs2)NS1(=O)=O	12.7	3.3	-0.1	-0.7
CCN(CC)C(=O)Cn1c(=O)n(C(C)C)c2ncccc21	-2.0	-5.1	0.0	0.6
CCn1c(SCc2cc(=O)n3ccccc3n2)nc2ccsc2c1=O	7.5	2.5	0.1	-0.8
O=C(CSc1ccc2nnc(-c3ccccc3)n2n1)N1CCOCC1	2.9	2.4	0.1	-0.5
Cn1c(=O)c2c(SCC(=O)Nc3cccc(Cl)c3)nc(C3CC3)nc2n(C)c1=O	2.5	-3.0	-0.1	-0.3
COc1ccc(CCNC(=O)CSc2nc3ccsc3c(=O)n2CCc2ccccc2)cc1OC	11.2	-1.6	-0.1	-0.3
COc1c(OC(C)=O)ccc(/C=N/NC(=O)COc2ccccc2C(C)(C)C)c1[N+](=O)[O-]	5.1	-11.1	-0.3	0.7
CCC(c1nnnn1C(C)(C)C)N1CCN(c2cccc(Cl)c2)CC1 (centres undefined)	-1.0	-11.9	-0.1	0.5
CCOC(=O)CC(c1ccc(N)cc1)n1c(C)ccc1C (centres undefined)	9.3	9.8	0.1	-1.5
O=C(OCc1ccc(F)cc1Cl)C12CC3CC(CC(O)(C3)C1)C2	2.9	-1.9	-0.1	2.7
CC1=C(C)CC2C(=O)N(c3ccccc3Cl)C(=O)C2C1 (centres undefined)	6.0	3.7	0.1	0.4
CCOc1ccccc1NC(=O)c1sc2nc3ccc(OC)cc3cc2c1N	0.1	9.4	0.0	-0.5
COc1ccc(NC(=O)c2c(NCc3cccs3)sc3c2CCCCC3)cc1	-10.4	4.0	-0.2	0.9
CCN(Cc1ccccc1)C(=O)CSc1nnc(C)n2c1cc1sccc12	-3.0	2.6	-0.1	0.6
COCc1ccc(CN2CCCC(CNC(=O)c3cccc4ccccc34)C2)o1 (centres undefined)	7.4	1.2	-0.1	2.1
COc1ccc(-n2nc(C(=O)NCC(=O)NCCC3=CCCCC3)c3ccccc3c2=O)cc1	7.6	-3.8	-0.2	0.1
O=C1CN(C(=O)c2ccccc2)C(c2cccc([N+](=O)[O-])c2)N1O (centres undefined)	3.1	6.8	-0.3	0.0
CC(C)CC(=O)Nc1ccccc1C(F)(F)F	-1.3	10.5	0.1	0.1
C[C@H](NS(=O)(=O)c1cccc2nsnc12)C(=O)OCc1ccccc1	0.6	12.8	0.8	-2.9
N#Cc1c2n(c3c(=O)n(CC(=O)c4ccc(Br)cc4)cnc13)CCCC2	6.7	2.9	-0.1	1.8
Nc1nc(SCc2ccc(C(=O)NCCO)cc2)nc2sc3c(c12)CCCC3	-54.8	-5.8	0.0	-0.7
COc1ccc(-c2cc(C(=O)Nc3nc4ccc(S(C)(=O)=O)cc4s3)c3ccccc3n2)cc1OC	-2.5	-7.9	-0.1	0.7
CCOc1ccccc1Nc1ncnc2ccc(I)cc12	-8.3	14.3	0.8	-2.0
CCOc1ccc(NC(=O)c2ccc(N3CC4CC(C3)c3cccc(=O)n3C4)c(NC(=O)c3ccc(F)cc3)c2)cc1 (centres undefined)	7.1	8.5	0.0	-1.2
COc1ccccc1CNC(=O)C(C)c1ccc([N+](=O)[O-])cc1 (centres undefined)	-8.7	-11.2	0.0	-1.4
Cc1noc(C(=O)Nc2ccc(Cl)cc2)c1Cl	-30.4	6.2	0.1	1.5
Cc1c(C(=O)N/N=C/c2ccccc2F)nnn1-c1nonc1N	-7.9	-4.3	0.0	-0.3
CC1(C)Oc2ccc(C(=O)NC3CCCC3)cc2N(CC(=O)NCc2ccccc2)C1=O	-5.4	17.6	-0.1	-0.1
CC1CCCN(CCCNC(=O)Cn2nc(-c3ccc(Cl)cc3)ccc2=O)C1 (centres undefined)	3.6	-1.8	-0.2	-0.6
CSc1cccc2cccnc12	-0.4	0.7	-0.7	-0.5
CC1=C(C(=O)Nc2nc3ccccc3s2)C(c2ccc(C)cc2)C2=C(CC(C)(C)CC2=O)N1 (centres undefined)	14.9	-4.2	0.4	6.5*
CCC(C)N1CCN(S(=O)(=O)CC)CC1 (centres undefined)	1.7	34.0	-0.1	2.5
COc1ccccc1-n1c(SCC(=O)N2CCCC2)nc2c(sc(=S)n2-c2ccc(C)c(C)c2)c1=O	2.2	22.0	0.0	-0.4
C=CCC/C(C)=N\NC(=O)CNc1cccc(Br)c1	3.6	13.2	0.1	1.1
Cc1ccc(CNC(=O)CN(C)S(=O)(=O)c2ccc3[nH]c4c(c3c2)CCCC4)cc1	1.7	24.2	-0.1	-1.6
CCOC(=O)c1nn(CCO)c2c1CN(Cc1ccc3c(c1)CCO3)CC2	-3.9	-5.0	-0.1	1.1
O=C(CN1CCC(NC(=O)Cc2ccccc2)CC1)Nc1ccccc1Oc1ccccc1	3.0	1.0	-0.1	-0.5
COc1ccccc1-c1nc(C2CCCN(C(=O)C3CCC3C(=O)O)C2)n2ccccc12 (centres undefined)	3.3	-6.6	-0.5	0.4
Cc1cc(C)nc(N/N=C/c2cccc3ccccc23)n1	-39.4	-2.5	-0.1	-0.1
CCN1CCN(C(c2cccs2)C(C)NC(=O)c2c(F)cccc2F)CC1 (centres undefined)	-6.3	-10.4	0.0	2.5
C/C=C/c1cccc2cc(C(=O)Nc3ccc(OC)cc3)c(=O)oc12	-6.2	-7.0	0.0	2.2
COC(=O)c1c(NC(=O)CCSc2nnc3ccccn23)sc2c1CCC2	-1.9	0.2	-0.2	-0.5
CC(C)Cn1c(N)c(C(=O)COC(=O)c2ccc(O)cc2)c(=O)n(C)c1=O	0.5	9.8	-0.1	-0.8
Clc1cccc(-n2nnnc2C2(N3CCOCC3)CCCC2)c1	-1.5	-10.0	-0.1	0.1
CCOC(=O)c1c(NC(=O)CSc2nnc(CNC(=O)c3ccc(C)c(C)c3)n2-c2ccccc2OC)sc2c1CCCC2	-2.8	11.9	0.5	0.5
CC(=O)Nc1ccc(N2C(=O)CC(NCc3cccnc3)C2=O)cc1 (centres undefined)	1.5	-7.0	-0.2	0.1
Cc1ccc(NC(=O)c2ccc3c(=O)n(Cc4ccccc4)c(=S)[nH]c3c2)cc1F	-4.9	13.6	0.1	1.0
Cc1cc(S(=O)(=O)Nc2cc(Cl)ccc2O)ccc1F	5.1	9.0	0.4	-3.1

Limited to TEAD-YAP inh and MITF primary (seven entries from above):
compound	TEAD-YAP inh	MITF primary
COc1ccc(CCNC(=O)CSc2nc3ccsc3c(=O)n2CCc2ccccc2)cc1OC	11.2	-1.6
CCOC(=O)N1CCC(NC(=O)CSc2ccc(C(=O)Nc3ccccc3OC)cc2[N+](=O)[O-])CC1	-4.6	8.1
CCC(C)Nc1c(-c2ccc(Cl)cc2)c(=O)c1=O (centres undefined)	17.6	4.7
O=C(C1=C(O)C(=O)N(Cc2cccnc2)C1c1cccnc1)c1cccs1 (centres undefined)	-2.1	-4.5
Cc1ccc(NC(=O)c2ccc(CO)cc2)c(Br)c1	-58.4	1.8
CCn1c(SCc2cc(=O)n3ccccc3n2)nc2ccsc2c1=O	7.5	2.5
CCCCNC(=O)c1cc([N+](=O)[O-])cc([N+](=O)[O-])c1N	-1.5	10.7

Reformatted: 4 of the compounds above.
C/C=C/c1cccc2cc(C(=O)Nc3ccc(OC)cc3)c(=O)oc12
  TEAD-YAP inh: -6.2
  MITF primary: -7.0
  FBW7 activator: 0.0
  GPR151 activ: 2.2

C=CCC/C(C)=N\NC(=O)CNc1cccc(Br)c1
  TEAD-YAP inh: 3.6
  MITF primary: 13.2
  FBW7 activator: 0.1
  GPR151 activ: 1.1

Cc1cc(S(=O)(=O)Nc2cc(Cl)ccc2O)ccc1F
  TEAD-YAP inh: 5.1
  MITF primary: 9.0
  FBW7 activator: 0.4
  GPR151 activ: -3.1

CC(=O)Nc1ccc(N2C(=O)CC(NCc3cccnc3)C2=O)cc1 (centres undefined)
  TEAD-YAP inh: 1.5
  MITF primary: -7.0
  FBW7 activator: -0.2
  GPR151 activ: 0.1

Later entries.
SMILES	TEAD-YAP inh	MITF primary	FBW7 activator	GPR151 activ
CN(C)P(=Nc1ccc([N+](=O)[O-])cc1)(N(C)C)C(C)(C)C	13.3	-4.2	0.4	-0.5
COc1cccc2cc(-c3csc(NC(=O)Cc4ccccc4)n3)oc12	2.6	-7.1	0.0	1.4
COCCCNC(=O)COc1ccccc1Cl	-7.7	0.7	0.0	-0.7
CCCC1(C)SC(NC(C)=O)=NN1C(C)=O (centres undefined)	1.5	0.0	-0.2	0.9
CC(O)c1nc2cc([N+](=O)[O-])ccc2n1C (centres undefined)	-0.9	14.2	0.0	0.0
COc1ccc(NC(=O)[C@H](Cc2ccccc2)N2Cc3ccccc3C2=O)cc1OC	-1.3	-2.0	-0.5	-0.3

This is a random part of the collection, and some 3.5% of all compounds hit somewhere here.
